# POLK inh: qHTS for Inhibitors of Polymerase Kappa | DNA polymerase kappa (Homo sapiens), Q9UBT6 | purified Pol kappa, fluorescent DNA synthesis assay, 10 min | Potency, µM (doses to about 107 µM), without a hit: at the top dose activity, negative = inhibition, usual class: inhibitors | 400,000 compounds, 0.53% hits | AID 588579, 2011; also: % is scaled to controls: 0 for no effect and ±100 for the full control effect
#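 Here, compound and 10 nM enzyme are combined for 15 min at room temperature; adding 50 nM substrate (final) starts DNA synthesis, tracked by fluorescence at 0 and 10 min against buffer-only wells.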
# APEX1 inh: qHTS Assay for Inhibitors of the Human Apurinic/apyrimidinic Endonuclease 1 (APE1) | recombinant APE1, TAMRA/BHQ-2 abasic DNA cleavage fluorescence | 350,000 compounds, 0.35% hits | DNA repair nuclease/redox regulator APEX1 (Homo sapiens), P27695 | Potency, µM (titrated, usually from 65.8 µM), without a hit: at the top dose activity change, negative = inhibition, hits mostly inhibitors | AID 2517, 2012;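 also: plate controls were vehicle for no effect and reference inhibitor for full effect; nearly all actives have a fitted effect of over 55% in size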
# Target sequence (P27695 whole entry, looked up): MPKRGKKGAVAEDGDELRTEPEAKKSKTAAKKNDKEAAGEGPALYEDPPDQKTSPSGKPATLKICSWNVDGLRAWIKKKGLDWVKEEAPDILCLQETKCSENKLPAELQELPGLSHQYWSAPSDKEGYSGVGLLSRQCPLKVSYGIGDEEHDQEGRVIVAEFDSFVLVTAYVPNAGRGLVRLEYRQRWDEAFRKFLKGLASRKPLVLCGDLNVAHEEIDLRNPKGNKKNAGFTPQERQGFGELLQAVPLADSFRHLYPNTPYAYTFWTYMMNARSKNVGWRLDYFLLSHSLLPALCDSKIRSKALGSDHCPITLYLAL
#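 Step 1: APE1 (0.75 nM) with compound, 15 min RT. Step 2: add 50 nM fluorophore/quencher THF duplex. Step 3: three fluorescence reads 60 s apart (525/598 nm); read 3 minus read 1 = reaction progress.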
# POLI inh: qHTS for Inhibitors of Polymerase Iota; DNA polymerase iota (Homo sapiens), Q9UNA4; Pol iota fluorescent replication assay, 10 min; Potency, µM (highest dose often 115 µM), inactives show top-dose activity, negative = inhibition, usual class: inhibitors; 390,000 compounds, 1% hits
#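 Fluorescent replication assay read twice, at 0 min and 10 min after adding 50 nM (final) substrate. Enzyme (10 nM) and compounds were first incubated 15 min at room temperature; enzyme-free buffer wells were negative controls.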
# G9a block: qHTS Assay for Inhibitors of Histone Lysine Methyltransferase G9a; Histone-lysine N-methyltransferase EHMT2 (Homo sapiens), Q96KQ7; G9a H3K9 monomethylation, AlphaScreen, 2 h; Potency, µM (series often up to 102 µM), for inactives: at the highest dose activity, negative = inhibition, most hits filed as inhibitors; 350,000 compounds, 8.8% hits; AID 504332, 2011; also: % is scaled to controls: 0 for no effect and ±100 for the full control effect; nearly all actives have a fitted effect of over 75% in size
#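 G9a (20 nM) was preincubated 15 min with compound, then reacted 2 h at room temperature with 500 nM biotin-H3K9 peptide and 20 µM SAM. Monomethyl-H3K9 detected by AlphaScreen using anti-H3K9me1 antibody.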
# BLM helicase inh: qHTS Assay for Inhibitors of Bloom's syndrome helicase (BLM). RecQ-like DNA helicase BLM (Homo sapiens), P54132. recombinant BLM DNA unwinding, fluorescence dequenching. Potency, µM (series often up to 56.1 µM), for the others: top-dose activity change, negative = inhibition, actives largely listed as inhibitors. 350,000 compounds, 0.2% hits. AID 2528, 2010;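 also: plate controls were vehicle for no effect and no enzyme for full effect; nearly all actives have a fitted effect of over 35% in size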
# BAZ2B block: qHTS Assay for Inhibitors of BAZ2B | Bromodomain adjacent to zinc finger domain protein 2B (Homo sapiens), Q9UIF8 | Potency, µM (highest dose often 114 µM), without a hit: at the highest dose activity change, negative = inhibition, most hits filed as inhibitors | 360,000 compounds, 4.4% hits | AID 504333, 2011 | AlphaScreen BAZ2B-H3K14Ac peptide displacement; also: % is scaled to controls: 0 for no effect and ±100 for the full control effect; nearly all actives have a fitted effect of over 60% in size
#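 Multi-concentration screen (max 110 uM) measuring displacement of acetylated histone H3 peptide from BAZ2B by AlphaScreen, using 50 nM protein, 50 nM peptide and 10 ug/mL streptavidin donor plus Ni-chelate acceptor beads.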
# JMJD2A Tudor: qHTS Assay for Inhibitors of JMJD2A-Tudor Domain. AID 504339, 2011. Lysine-specific demethylase 4A (Homo sapiens), O75164. Potency, µM (highest dose often 114 µM), for the others: top-dose activity change, negative = inhibition, most hits filed as inhibitors. AlphaScreen JMJD2A-Tudor / H3K4me3 peptide binding. 390,000 compounds, 4.4% hits; also: % is scaled to controls: 0 for no effect and ±100 for the full control effect; nearly all actives have a fitted effect of over 50% in size
# POLB inh: qHTS Assay for Inhibitors of DNA Polymerase Beta | P06746 | Pol beta primer extension/strand displacement, fluorescence kinetic | Potency, µM (highest dose often 114 µM), for inactives: at the top dose activity change, negative = inhibition, actives largely listed as inhibitors | 340,000 compounds, 1.3% hits | AID 485314, 2010; also: % is scaled to controls: 0 for no effect and ±100 for the full control effect
#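 Enzyme-only controls used 10 nM Pol beta; buffer lacking enzyme served as negative control. Compound preincubated 15 min, then 50 nM substrate added; 0 and 10 min reads at room temperature.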
# Pol eta inh: qHTS for Inhibitors of Polymerase Eta; 390,000 compounds, 1.2% hits; Potency, µM (series often up to 114 µM), for the others: at the top dose activity change, negative = inhibition, hits mostly inhibitors; AID 588591, 2011; recombinant Pol eta, fluorescent DNA replication assay; also: % is scaled to controls: 0 for no effect and ±100 for the full control effect
# Target sequence (Q9Y253 whole entry, looked up): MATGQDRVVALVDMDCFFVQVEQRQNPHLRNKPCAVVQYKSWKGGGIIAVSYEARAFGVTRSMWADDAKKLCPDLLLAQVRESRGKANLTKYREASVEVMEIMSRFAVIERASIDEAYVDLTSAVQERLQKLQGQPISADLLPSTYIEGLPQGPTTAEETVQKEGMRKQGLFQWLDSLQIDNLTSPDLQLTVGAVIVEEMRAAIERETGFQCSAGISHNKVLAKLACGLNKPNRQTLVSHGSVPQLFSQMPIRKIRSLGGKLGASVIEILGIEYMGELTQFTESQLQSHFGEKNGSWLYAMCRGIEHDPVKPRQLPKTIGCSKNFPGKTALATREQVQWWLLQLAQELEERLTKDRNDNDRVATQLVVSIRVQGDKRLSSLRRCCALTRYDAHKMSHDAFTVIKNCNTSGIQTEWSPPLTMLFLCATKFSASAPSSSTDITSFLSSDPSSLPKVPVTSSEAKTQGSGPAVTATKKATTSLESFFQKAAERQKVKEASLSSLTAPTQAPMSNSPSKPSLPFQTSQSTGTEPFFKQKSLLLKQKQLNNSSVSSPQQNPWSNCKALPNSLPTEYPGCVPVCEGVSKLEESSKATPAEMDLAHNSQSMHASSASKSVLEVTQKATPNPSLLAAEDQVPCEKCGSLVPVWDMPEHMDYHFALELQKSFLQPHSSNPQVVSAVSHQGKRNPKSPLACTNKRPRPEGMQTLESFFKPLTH
#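 Pol eta (10 nM) was preincubated with compounds for 15 min at room temperature, after which fluorescent replication substrate (50 nM final) was added to start the reaction. Fluorescence was read kinetically at 0 and 10 min.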
# * = called active by the depositor; ? = inconclusive; nt = not tested or not shown; [ ] = remark or other dose. Calls follow the shape of the dose curve; as a rule, active = well fitted curve in the direction sought with a large enough effect; inconclusive = small, poorly fitted or top-dose-only effect, or another doubt; inactive = no such curve, though single readings can be large; an effect the other way counts as inactive or inconclusive. Potency is read from the fitted curve at half-maximal effect. These rows are one share of the data (hit frequency here may not be typical).
SMILES,POLK inh,APEX1 inh,POLI inh,G9a block,BLM helicase inh,BAZ2B block,JMJD2A Tudor,POLB inh,Pol eta inh
O=c1c2ccccc2ncn1-c1cccc([N+](=O)[O-])c1,6%,nt,3%,nt,nt,nt,0%,nt,8%
O=C(CSc1nnc2ccccn12)Nc1ccc(S(=O)(=O)N2CCOCC2)cc1,1%,19%,156%[activator],20%,-3%,-2%,0%,40%[activator],-15%
CC(=O)N1CCN(c2ccc(NC(=O)c3cc4ccccc4o3)cc2)CC1,5%,32%,16%,-37%,-1%,-24%,0%,-1%,-4%
CSCCC(NC(=O)c1ccco1)C(=O)N1CCCCCCC1 (configuration not stated),-11%,11%,36%[activator],3%,nt,8%,-19%,nt,-9%
Cc1ccc(C)c(N(CC(=O)NC2CCCC2)C(=O)c2csnn2)c1,6%,-9%,46%[activator],47%[activator],1%,8%,-7%,11%,-18%
O=C(Oc1ccc[nH]c1=O)c1cccc(Cl)c1,-9%,0%,?,?,-6%,?,-4%,22%,-2%
O=C(NCC1CCCO1)c1ccc(S(=O)(=O)Nc2ccccc2F)cc1 (configuration not stated),4%,15%,45%[activator],11%[12.7 µM],nt,4%,-9%,nt,-21%
COc1ccc(C)cc1Nc1n[n+](-c2ccccc2)c(-c2cc(OC)c(OC)cc2Br)s1,8%,7%,19%,40µM*,-4%,50µM*,?,1%,-6%
COc1cccc(N(C(=O)c2snc(C(N)=O)c2N)C(C(=O)NCc2ccccc2)c2ccc(O)cc2)c1 (configuration not stated),-5%,-6%,-2%,-10%,-9%,-20%,-7%,32%,-19%
Cc1ccccc1NC(=O)CSc1nc(Nc2ccccc2)nc(N2CCOCC2)n1,-6%,-4%,29%,19%[59 µM],-1%,-1%,-6%,-3%,-19%
O=C(NCc1ccccc1)N1CCC(Cc2ccccc2)CC1,-11%,7%,68%[activator],nt,-8%,29%,4%,-21%,-11%
CCOc1ccc(CCNC(=O)c2cc3cc4cc(OC)ccc4nc3s2)cc1OCC,-29%,nt,-4%,-37%[59 µM],-8%,-34%,-22%,14µM*,-11%
CC(C)c1cnc2c(c1SCC(=O)NCc1ccccc1Cl)c(=O)n(C)c(=O)n2C,8%[60.1 µM],nt,-11%,-22%[59 µM],2%,2%,-3%,1%,-16%
Cc1ccc(SCC2(O)CCN(S(=O)(=O)c3ccc(Cl)cc3)CC2)cc1,-15%,-4%,24%,8%[59 µM],-6%,1%,-8%,-11%,-3%
CC(C)=O,-15%[60.1 µM],0%,nt,-14%[59 µM],2%,nt,nt,nt,nt
CCCCC(CC)C(=O)Nc1ccc(S(=O)(=O)N2CCCC2)cc1 (configuration not stated),-5%,13%,-5%,34%,-6%,7%,-6%,4%,-14%
COc1ccccc1C(C(=O)NCc1ccc(F)cc1)N(C(=O)c1csnn1)C1CC1 (configuration not stated),-7%,-9%,96%[activator],6%,-6%,11%,7%,30%,-8%
COc1ccc(OCC(=O)OCC(=O)Nc2ccc3[nH]c(=O)[nH]c3c2)cc1,-15%,-11%,-5%,8.9µM*,nt,-4%,-11%,nt,?
CC1CCc2nc3ccc(S(=O)(=O)N4CCC(C(=O)N5CCCCCC5)CC4)cc3c(C(=O)O)c2C1 (configuration not stated),-40%,-2%,-36%,45µM*,-6%,-21%,-16%,-26%,18%
Cn1c(SCC(=O)N2CCOCC2)ncc(C(=O)Nc2ccc(F)cc2)c1=O,0%[60.1 µM],nt,15%,10%[59 µM],-1%,0%,-14%,0%,-17%
CCSc1nc2ccccc2n1Cc1nc(N)nc(N(C)C)n1,-2%,-4%,-6%,6%[12.7 µM],-5%,-21%,-9%,9%,-12%
CCCC(=O)Nc1cc2c(cc1C(=O)c1ccccc1)OCCO2,-18%,-10%,5%,?,-3%,-37%,-18%,23%,-14%
O=c1cc(O)nc[nH]1,16%,12%,18%,3%[59 µM],-1%,0%,-5%,9%,-5%
Cc1ccccc1-c1nc(CN2CCC(C(=O)NCCCN3CCCC(C)C3)CC2)c(C)o1 (configuration not stated),-14%,7%,-23%,-18%,1%,-9%,-23%,23%,-3%
Cc1noc(C)c1CS(=O)(=O)c1ccc(Br)cc1,-1%,10%,-4%,27%[12.7 µM],0%,12%,4%,27%,-14%

# The list goes on; it opens with the 3 that closed the last part.
SMILES,POLK inh,APEX1 inh,POLI inh,G9a block,BLM helicase inh,BAZ2B block,JMJD2A Tudor,POLB inh,Pol eta inh
O=c1cc(O)nc[nH]1,16%,12%,18%,3%[59 µM],-1%,0%,-5%,9%,-5%
Cc1ccccc1-c1nc(CN2CCC(C(=O)NCCCN3CCCC(C)C3)CC2)c(C)o1 (configuration not stated),-14%,7%,-23%,-18%,1%,-9%,-23%,23%,-3%
Cc1noc(C)c1CS(=O)(=O)c1ccc(Br)cc1,-1%,10%,-4%,27%[12.7 µM],0%,12%,4%,27%,-14%
Cc1c(C#N)c(O)n(CCO)c(=O)c1N=Nc1ccccc1,4%,9%,26%,11%[59 µM],2%,-18%,-8%,-17%,-15%
Cc1ccccc1OC(C)C(=O)Nc1ccc(S(=O)(=O)N2CCCC2)cc1 (configuration not stated),-6%,-2%,17%,-8%,-7%,2%,1%,31%,-24%
NS(=O)(=O)c1ccc(CCNC(=O)COC(=O)/C=C/c2cc(Br)ccc2F)cc1,-4%,10%,-5%,nt,nt,nt,-33%,nt,-16%
Cn1c2ccc(F)cc2c2nc3ccccc3nc21,-15%,24%,-13%,28%,4%,18%,20%,-25%,-16%
COc1ccc(OC(=O)c2cn(C)nc2C(F)(F)F)cc1,-5%,3%,2%,47%[12.7 µM],-2%,-2%,21%,0%,?
CCOc1ccc(CCNC(=O)c2cccc(-n3cnnn3)c2)cc1OCC,-8%,-11%,19%,7%[12.7 µM],nt,11%,-5%,nt,-22%
O=C(O)CC12C[C@H]3C[C@@H](C1)CC(n1ncc(N4CCN(c5ccccc5)CC4)c(Cl)c1=O)(C3)C2,5%,23%,-10%,14%[59 µM],1%,12%,-14%,3%,-16%
CCc1cc(C(=O)COc2ccccc2F)c(O)cc1O,-10%,2%,17%,-35%[59 µM],-11%,1%,-32%,2%,-22%
Cc1nn(C)cc1S(=O)(=O)Nc1ccc(F)c(F)c1,4%,45%,5%,?,-3%,-29%,-4%,-18%,-4%
CCC(CCC(=O)Nc1ccn(-c2ccccc2)n1)C(=O)O (configuration not stated),9%,-2%,14%,-48%[12.7 µM],0%,13%,3%,20%,-11%
Cc1cc(C)n2nc[n+](C)c2n1,-10%,9%,24%,?,1%,-37%,-8%,15%,-13%
CCn1c(CCNC(=O)c2cccs2)nnc1SCC(=O)NC1CCCCC1,1%,5%,-3%,-2%[12.7 µM],1%,2%,-25%,0%,-12%
O=C(COc1ccccc1-c1ccccc1)NCc1ccco1,-16%,-5%,67%[activator],-31%,-14%,nt,-27%,7%,-13%
COc1cccc(C2=NS(=O)(=O)N(C)C(C(=O)Nc3cccc(O)c3)=C2)c1,9%,nt,-14%,14µM*,-12%,-37%,-36%,-6%,-23%
O=C(Oc1ccc(OC(=O)N2CCCCC2)cc1)N1CCCCC1,nt,-1%,nt,15%,1%,-17%,nt,?,nt
COc1ccc(-c2csc(=NCCO)n2-c2ccccc2)cc1,-23%,-7%,27%,50µM*,-8%,32µM*,?,-2%,-7%
CCCCN(C)Cc1cc(=O)oc2ccc3ccccc3c12,0%,6%,0%,159%[activator],-10%,71%[activator],116%[activator],-2%,-18%
O=C(CCC1CCN(C(=O)c2cc(C(F)(F)F)ccc2Cl)CC1)NC1CC1,-6%,65%[activator],2%,-7%,-1%,-26%,-5%,25%,-8%
CCCCn1c(C)csc1=Nc1cccnc1,-15%,8%,-2%,?,3%,?,-33%,21%,-5%
Cc1ccc(-c2cn3c(n2)sc2cc(C(=O)NCc4cccs4)ccc23)cc1,-20%,nt,22%,-8%[59 µM],1%,-8%,-16%,11%,-2%
CC(=O)Oc1ccc(C(=O)[C@H]2[C@H]3C(=O)N(c4ccc5ccccc5c4)C(=O)[C@H]3[C@@H]3C=CC=NN32)cc1,-26%,13%,-11%,?,-11%,-9%,-26%,11%,-9%
COc1ccc2oc(=O)cc(CN3CCOCC3)c2c1,-4%,-1%,-1%,20%[0.501 µM],2%,7%,-6%,17%,-8%
Cc1ccc(C2C(C#N)=C(N)Oc3n[nH]c(-c4cccs4)c32)cc1 (configuration not stated),-7%,-1%,33%[activator],-14%[59 µM],-4%,17%,-7%,0%,-18%

# 3 entries from above, field by field:
SMILES: Cc1nn(C)cc1S(=O)(=O)Nc1ccc(F)c(F)c1
  POLK inh: 4% | APEX1 inh: 45% | POLI inh: 5% | G9a block: ? | BLM helicase inh: -3% | BAZ2B block: -29% | JMJD2A Tudor: -4% | POLB inh: -18% | Pol eta inh: -4%

SMILES: CCCCN(C)Cc1cc(=O)oc2ccc3ccccc3c12
  POLK inh: 0% | APEX1 inh: 6% | POLI inh: 0% | G9a block: 159%[activator] | BLM helicase inh: -10% | BAZ2B block: 71%[activator] | JMJD2A Tudor: 116%[activator] | POLB inh: -2% | Pol eta inh: -18%

SMILES: COc1ccc2oc(=O)cc(CN3CCOCC3)c2c1
  POLK inh: -4% | APEX1 inh: -1% | POLI inh: -1% | G9a block: 20%[0.501 µM] | BLM helicase inh: 2% | BAZ2B block: 7% | JMJD2A Tudor: -6% | POLB inh: 17% | Pol eta inh: -8%

# Structures above shown as hits in POLB inh.
SMILES,POLK inh,APEX1 inh,POLI inh,G9a block,BLM helicase inh,BAZ2B block,JMJD2A Tudor,POLB inh,Pol eta inh
CCOc1ccc(CCNC(=O)c2cc3cc4cc(OC)ccc4nc3s2)cc1OCC,-29%,nt,-4%,-37%[59 µM],-8%,-34%,-22%,14µM*,-11%

# High-throughput results as filed in PubChem.
